High-throughput results: PubChem BioAssay, several laboratories
GRK2 aptamer HTS = blocks RNA aptamer binding to human GRK2 | 0.59% of 330,000 active | AID 488847 | bead flow cytometry, FAM-aptamer displacement from GRK2 | inhibition of aptamer binding, % at 10 µM;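 active = inhibition of aptamer binding above 40%, roughly 3 SD of noise, on plates passing a quality check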;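 note: median bead fluorescence of bound FAM aptamer so fluorescent compounds give negative values; no value below 0 was filed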
Target sequence (P25098 whole entry, looked up): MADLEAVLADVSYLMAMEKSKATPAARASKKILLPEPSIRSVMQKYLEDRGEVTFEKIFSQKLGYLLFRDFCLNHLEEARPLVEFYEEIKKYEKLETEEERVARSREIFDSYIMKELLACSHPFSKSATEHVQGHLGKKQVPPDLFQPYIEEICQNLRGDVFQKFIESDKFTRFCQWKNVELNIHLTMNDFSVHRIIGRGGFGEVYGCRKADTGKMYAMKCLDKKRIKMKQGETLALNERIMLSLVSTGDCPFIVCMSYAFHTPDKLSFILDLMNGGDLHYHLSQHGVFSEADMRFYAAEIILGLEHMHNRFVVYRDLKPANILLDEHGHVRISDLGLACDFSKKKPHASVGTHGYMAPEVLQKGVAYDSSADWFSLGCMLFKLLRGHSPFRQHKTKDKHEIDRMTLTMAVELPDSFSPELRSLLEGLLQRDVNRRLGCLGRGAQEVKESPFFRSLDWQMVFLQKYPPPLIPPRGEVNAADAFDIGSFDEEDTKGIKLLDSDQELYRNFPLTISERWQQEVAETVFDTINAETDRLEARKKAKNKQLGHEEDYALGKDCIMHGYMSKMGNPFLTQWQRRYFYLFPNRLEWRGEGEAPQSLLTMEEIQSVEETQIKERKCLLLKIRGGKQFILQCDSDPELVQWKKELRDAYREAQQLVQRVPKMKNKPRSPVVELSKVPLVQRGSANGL
LAP4-GFP MLPCN = yeast TOR pathway LAP4-GFP modulation; GFP response vs DMSO, % at 10 µM; AID 2023; S. cerevisiae LAP4-GFP multiplex, flow cytometry GFP, 3 h; median GFP as percent of DMSO wells; 0.34% of 320,000 active;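 active = GFP response vs DMSO above a set limit, about the screen mean plus 3 SD, cut at about 150% in these data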
AGP1 TOR yeast = modulators of TOR pathway AGP1-GFP in S. cerevisiae. 0.02% of 320,000 active. GFP response vs DMSO, % at 10 µM. S. cerevisiae AGP1-GFP multiplex flow cytometry, 3 h; GFP as percent of DMSO wells. AID 2066;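 active = GFP response relative to DMSO above a set limit, near screen average plus 3 SD, cut at about 150% in these data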;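 note: median GFP channel fluorescence of the gated AGP1 strain per well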
MEP2 TOR yeast = yeast TOR pathway MEP2-GFP modulation; GFP response vs DMSO, % at 10 µM; S. cerevisiae MEP2-GFP strain, flow cytometry GFP, 3 h; 100% = DMSO control level; 0.51% of 330,000 active; AID 2016;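 active = GFP response versus DMSO above a set limit, roughly screen mean plus 3 SD, cut at about 180% in these data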;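 note: median GFP fluorescence of the barcode-gated MEP2-GFP cells per well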
VLA-4 inh = inhibition in a human VLA-4 binding assay; VLA-4 expressing cells, ligand binding flow cytometry; 0.2% of 330,000 active; AID 2557; inhibition, % (about 7 µM as worked out from the volumes in the protocol); P13612; in the data active = inhibition above about 50%
RPL19A TOR yeast = modulators of TOR pathway RPL19A-GFP in S. cerevisiae; percent response vs DMSO, % at 10 µM; S. cerevisiae RPL19A-GFP strain, flow cytometry, 3 h; active compounds read low; 0.3% of 330,000 active;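 active = percent response vs DMSO below 50%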;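 note: median channel GFP fluorescence of the barcoded RPL19A-GFP strain; ratio of sample median GFP to plate DMSO average so 100% = DMSO; lower means less RPL19A-GFP as with rapamycin TOR inhibition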
CIT2-GFP yeast = yeast TOR pathway CIT2-GFP modulation | S. cerevisiae CIT2-GFP strain, flow cytometry, 3 h; 100 means same as DMSO wells | GFP response vs DMSO, % at 10 µM | 0.065% of 320,000 active | AID 2029;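 active = GFP response relative to DMSO above a set limit, near the screen mean plus 3 SD, cut at about 150% in these data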;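 note: ratio of well median GFP fluorescence to mean of DMSO wells on the plate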
JMJD2C inh = human JMJD2C demethylase inhibition | Q9H3R0 | GST-JMJD2C(1-420) H3K9me3 demethylation, DELFIA europium | inhibition, % at 2.35 µM | 0.069% of 330,000 active | AID 2099;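 active = more than half of a compound's replicate wells show inhibition beyond 50%, single wells judged on their own value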;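 note: signal counts dimethyl H3K9 product captured on neutravidin plate; 0% = median of DMSO wells and 100% = 0.3 times that DMSO median; strong numbers were not always called active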
Target sequence (Q9H3R0 1-420 limits assumed): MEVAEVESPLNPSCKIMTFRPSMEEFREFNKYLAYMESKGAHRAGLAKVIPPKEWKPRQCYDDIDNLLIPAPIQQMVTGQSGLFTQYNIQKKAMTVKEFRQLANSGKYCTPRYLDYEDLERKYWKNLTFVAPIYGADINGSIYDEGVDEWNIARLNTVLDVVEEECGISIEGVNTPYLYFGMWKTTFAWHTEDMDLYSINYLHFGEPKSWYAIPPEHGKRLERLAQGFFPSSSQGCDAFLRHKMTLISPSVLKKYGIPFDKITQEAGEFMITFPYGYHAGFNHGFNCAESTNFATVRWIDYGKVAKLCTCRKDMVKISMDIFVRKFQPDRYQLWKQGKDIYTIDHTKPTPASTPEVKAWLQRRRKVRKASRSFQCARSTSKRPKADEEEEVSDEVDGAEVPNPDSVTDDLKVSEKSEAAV
Starred values were filed as active, the others as inactive; x = not tested or not shown.

SMILES | GRK2 aptamer HTS | LAP4-GFP MLPCN | AGP1 TOR yeast | MEP2 TOR yeast | VLA-4 inh | RPL19A TOR yeast | CIT2-GFP yeast | JMJD2C inh
O=S(=O)(c1cccc2cccnc12)N1CCN(Cc2ccc3c(c2)OCO3)CC1 | 0 | 97 | 92 | 100 | 16 | 95 | 97 | 2
O=C(NNc1ccc([N+](=O)[O-])cc1)C12CC3CC(CC(C3)C1)C2 | 2 | 98 | 103 | 101 | 2 | 98 | 97 | -2
C=CC[C@@H](CC(=O)OC(C)(C)C)C(=O)OC[C@H]1CCCN1C(=O)[C@@H](CC=C)CC(=O)N(CCO)Cc1ccccc1 | 3 | 95 | 99 | 99 | -16 | 98 | 92 | -4
Cc1ccc(S(=O)(=O)NCCC(=O)N2CCC(Cc3ccccc3)CC2)cc1 | 2 | 112 | 106 | 95 | -6 | 99 | 91 | 2
Cc1cc(F)ccc1NS(=O)(=O)c1c(C(=O)N2CCOCC2)c(C)n(C)c1C | 5 | 86 | 94 | 94 | 4 | 93 | 94 | -1
O=C(CSc1nnc(-c2ccccc2Cl)o1)N1CCCCC1 | 3 | 100 | 101 | 104 | -13 | 99 | 101 | 10
CCCC(C)C(=O)Nc1nc(C)c(-c2csc(Nc3ccc(Cl)cc3)n2)s1 (stereo not drawn) | 0 | 116 | 97 | 96 | 16 | 104 | 109 | 11
CCOC(=O)C1=C(CNC(C)(C)CC(C)(C)C)NC(=O)NC1c1cccc([N+](=O)[O-])c1 (stereo not drawn) | 0 | 105 | 99 | 98 | -2 | 101 | 109 | -8
CC1(c2nnc(-c3ccncc3)o2)CC(c2ccc(F)cc2)=NO1 (stereo not drawn) | 2 | 120 | 100 | 99 | 2 | 111 | 97 | -8
COc1cccc(CN2CCC(C(=O)N3CCN(c4ccccc4F)CC3)CC2)c1 | 3 | 81 | 86 | 97 | 10 | 94 | 95 | -5
CS(=O)(=O)Nc1ccc(S(=O)(=O)N2CCCC2)cc1 | 1 | 88 | 93 | 90 | -3 | 96 | 93 | 5
COc1ccc(-c2nnc(SCC(=O)NCC3CCCO3)o2)cc1 (stereo not drawn) | 5 | 102 | 103 | 107 | 7 | 105 | 104 | -3
C=CCN(C(=O)c1csnn1)C(C(=O)NCc1ccccc1)c1ccccc1F (stereo not drawn) | 2 | 105 | 108 | 111 | -1 | 99 | 106 | 17
CC(=O)N1CCSc2ccc(S(=O)(=O)NCc3ccccc3)cc21 | 0 | 92 | 92 | 100 | -7 | 95 | 99 | -2
O=C(Cc1ccccc1)Nc1cccc(S(=O)(=O)N2CCCCCC2)c1 | 2 | 103 | 101 | 100 | 11 | 98 | 94 | 3
COc1cc(/C=C/C(=O)OCc2csc(CC(=O)Nc3ccc(C)cc3)n2)ccc1OCC#N | 0 | 99 | 102 | 102 | -1 | 96 | 93 | x
CC(=O)c1cccc(N2C(=NC(=O)C(C)C)SC3CS(=O)(=O)CC32)c1 (stereo not drawn) | 0 | 97 | 100 | 104 | 16 | 100 | 96 | 4
COc1ccc(NC(=O)C2CCCC2)cc1 | 5 | 80 | 92 | 94 | 1 | 102 | 87 | 2
O=C(O)C1C2C=CC3(CN(c4cccc(C(F)(F)F)c4)C(=O)C13)O2 (stereo not drawn) | 0 | 106 | 108 | 105 | -3 | 105 | 107 | 9
O=c1cc(-c2ccc(O)c(O)c2)oc2c1ccc1ccccc12 | 3 | 95 | 97 | 101 | 6 | 98 | 104 | -20
COc1ccc(CCNC(=O)COC(=O)c2cc(OC)c(OC)cc2OC)cc1 | 0 | 101 | 103 | 103 | 6 | 100 | 98 | -1
CC(=O)c1cnc(SCC(=O)O)nc1C | 9 | 102 | 102 | 98 | 2 | 97 | 104 | -5
CCCN(CC1CC1)C(=O)COC(=O)c1ccc(CNS(=O)(=O)c2ccc(F)c(Cl)c2)cc1 | 2 | 84 | 88 | 102 | 13 | 98 | 100 | 6
Cc1ccc(C)c(S(=O)(=O)NCCC(=O)N2CCCC(C(N)=O)C2)c1 (stereo not drawn) | 0 | 90 | 91 | 90 | -4 | 92 | 92 | x
CC(OC(=O)CNC(=O)C12CC3CC(CC(C3)C1)C2)C(=O)Nc1ccc(N2CCOCC2)cc1 (stereo not drawn) | 3 | 94 | 95 | 97 | -3 | 93 | 94 | 1
CC(C)NC(=O)C1CCCN(S(C)(=O)=O)C1 (stereo not drawn) | 0 | 100 | 108 | 107 | 2 | 99 | 100 | 0
O=C(NC1(C(F)(F)F)NC(=O)N(C2CCCCC2)C1=O)c1ccco1 (stereo not drawn) | 0 | 99 | 89 | 108 | 22 | 91 | 99 | -28
Cc1ccc2[nH]c3c(N4CCc5ccccc5C4)ncnc3c2c1 | 0 | 105 | 100 | 109 | -15 | 100 | 100 | 10
Cc1ccc(-c2nc(CN(C)C)cc(CN(C)C)c2O)cc1 | 1 | 104 | 101 | 102 | 1 | 106 | 100 | x
CC1CCC(C(C)C)C(OC(=O)Cn2c(-c3ccc(Cl)cc3)[n+](C)c3ccccc32)C1 (stereo not drawn) | 0 | 95 | 99 | 101 | 10 | 96 | 101 | 3
COc1ccccc1NC(=O)Oc1ccc(NC(=O)c2ccco2)cc1 | 3 | 119 | 96 | 97 | 13 | 96 | 92 | 1
Cc1nnc(NC(=O)CSc2nnc(Cc3ccccc3)n2-c2ccccc2)s1 | 3 | 97 | 104 | 101 | 9 | 97 | 105 | 2
CC(C)(/C=N/O)/[N+]([O-])=C/c1ccco1 | 1 | 95 | 94 | 90 | 25 | 92 | 101 | -1
COC(=O)c1cccc(NC(=S)NCc2ccco2)c1 | 2 | 105 | 104 | 105 | 10 | 103 | 109 | 1
COc1ccccc1NC(=O)NC1CCCc2ccccc21 (stereo not drawn) | 1 | 100 | 101 | 98 | 11 | 103 | 100 | 13
O=C(CCC1CCCC1)Nc1ccc(C(=O)NCc2cccnc2)cc1 | 2 | 99 | 101 | 103 | 5 | 107 | 102 | 6
O=C(CSc1ccc(Br)cc1)NCC1CCCO1 (stereo not drawn) | 0 | 86 | 99 | 105 | 3 | 105 | 105 | -13
CN(CC(=O)Nc1cccc(F)c1)C(=O)CN1C(=O)C2CC=CCC2C1=O (stereo not drawn) | 0 | 105 | 116 | 105 | -3 | 104 | 103 | -5
O=C(Nc1ccccc1)Oc1cccc(Br)c1 | 0 | 102 | 102 | 98 | 3 | 98 | 97 | -1
COc1ccc(C2C(C#N)=C(/N=C/N3CCN(C)CC3)OC3=C2C(=O)CC(C)(C)C3)cc1OC (stereo not drawn) | 2 | 97 | 101 | 99 | 18 | 95 | 94 | 5
CCCCC(=O)Nc1ccc(C(=O)Nc2nnc(COC)s2)cc1 | 1 | 100 | 101 | 94 | x | 102 | 99 | -13
Cn1c(Cn2cnc3ccccc32)nc2ccccc21 | 0 | 94 | 100 | 97 | -5 | 97 | 86 | 1
COc1ccc(OC)c(-n2c(-c3cnccn3)n[nH]c2=S)c1 | 0 | 89 | 83 | 93 | 2 | 86 | 85 | 8
O=C(NCC1COc2ccccc2O1)c1cccs1 (stereo not drawn) | 0 | 99 | 87 | 104 | 14 | 93 | 89 | -8
Cc1ccc(CNC(=O)C2CC(c3ccccc3C(F)(F)F)=NO2)cc1 (stereo not drawn) | 0 | 109 | 91 | 97 | 17 | 99 | 90 | -2

Given with two lines to a compound: part of the list above
Screens in order: GRK2 aptamer HTS	LAP4-GFP MLPCN	AGP1 TOR yeast	MEP2 TOR yeast	VLA-4 inh	RPL19A TOR yeast	CIT2-GFP yeast	JMJD2C inh
- O=C(CCC1CCCC1)Nc1ccc(C(=O)NCc2cccnc2)cc1
→ 2	99	101	103	5	107	102	6
- O=C(CSc1ccc(Br)cc1)NCC1CCCO1 (stereo not drawn)
→ 0	86	99	105	3	105	105	-13
- CN(CC(=O)Nc1cccc(F)c1)C(=O)CN1C(=O)C2CC=CCC2C1=O (stereo not drawn)
→ 0	105	116	105	-3	104	103	-5
- O=C(Nc1ccccc1)Oc1cccc(Br)c1
→ 0	102	102	98	3	98	97	-1
- COc1ccc(C2C(C#N)=C(/N=C/N3CCN(C)CC3)OC3=C2C(=O)CC(C)(C)C3)cc1OC (stereo not drawn)
→ 2	97	101	99	18	95	94	5

Additional entries follow:
SMILES | GRK2 aptamer HTS | LAP4-GFP MLPCN | AGP1 TOR yeast | MEP2 TOR yeast | VLA-4 inh | RPL19A TOR yeast | CIT2-GFP yeast | JMJD2C inh
COc1ccc(CNC(=O)c2c(-c3c(F)cccc3Cl)noc2C)cc1 | 3 | 95 | 100 | 105 | 10 | 102 | 106 | -10
Cc1cc(Nc2ccccc2)nn1C(=O)c1ccccc1 | 2 | 109 | 88 | 98 | -10 | 96 | 103 | -1
O=C(Oc1ccc(-c2nc(-c3ccccn3)no2)cc1)c1ccccc1 | 0 | 97 | 99 | 100 | 5 | 99 | 98 | 8
Cc1ccc(NC(=O)Nc2ccc3c(c2)OCO3)nc1 | 2 | 90 | 99 | 102 | 18 | 102 | 96 | -3
COc1ccc(Cl)cc1-c1nc(-c2ccc(Br)o2)no1 | 0 | 99 | 104 | 106 | 11 | 103 | 99 | -8
COc1ccc(/C=N\NC(=O)c2cccc(F)c2)cc1COc1ccccc1 | 0 | 105 | 99 | 104 | 31 | 102 | 103 | 2
Cc1cccc(N2CCN(C(=O)CCC(=O)N3CCOc4ccc(Cl)cc43)CC2C)c1 (stereo not drawn) | 2 | 98 | 100 | 92 | 37 | 102 | 94 | -1
COc1ccc(C(=O)NCC(=O)c2ccccc2)cc1 | 0 | 98 | 98 | 103 | 15 | 103 | 104 | 12
O=C(O)c1oc2ccccc2c1CSc1ccccn1 | 2 | 107 | 102 | 128 | -22 | 97 | 104 | 9
O=C(CCN1C(=O)C2C3C=CC(C3)C2C1=O)N1CCN(c2ccc(F)cc2)CC1 (stereo not drawn) | 3 | 105 | 115 | 97 | 12 | 110 | 107 | -7
CCOc1ccc(-c2nn[nH]n2)cc1 | 1 | 100 | 104 | 87 | -11 | 103 | 102 | -16
CCN(CC)C(=O)c1[nH]cnc1C(=O)NCC(=O)OC(C)(C)C | 1 | 103 | 105 | 102 | -1 | 102 | 97 | 0
CCOC(=O)CSCC(=O)Nc1c(C(=O)C2CC2)oc2ccccc12 | 0 | 102 | 102 | 98 | 2 | 98 | 100 | -1
COc1ccc2[nH]c3nc(SCc4nnc(-c5ccc(C)cc5)o4)nnc3c2c1 | 0 | 101 | 101 | 99 | 5 | 100 | 96 | 11
CSC1=N/C(=C\c2c(F)cccc2Cl)C(=O)S1 | 7 | 86 | 95 | 95 | 1 | 105 | 100 | -1
COC(=O)c1ccc(C2Nc3ccc(/C(C)=N/NC(=O)C(OC)c4ccccc4)cc3C3C=CCC32)cc1 (stereo not drawn) | 0 | 101 | 98 | 104 | 9 | 100 | 95 | -10
CCCC(NCC(O)COc1ccc(-c2ccccc2)cc1)c1ccccc1 (stereo not drawn) | 29 | 116 | 100 | 95 | -2 | 101 | 95 | 13
O=[N+]([O-])c1ccccc1CN1CCN(S(=O)(=O)c2ccccc2)CC1 | 4 | 110 | 112 | 96 | 2 | 97 | 98 | 2
OC(COC(c1ccc(Cl)cc1)c1ccc(Cl)cc1)CN1CCN(c2ccccn2)CC1 (stereo not drawn) | 0 | 89 | 102 | 100 | 3 | 105 | 105 | 4
O=C(c1ccccc1)C1CN(Cc2ccccc2)CCC1(O)c1ccccc1 (stereo not drawn) | 0 | 87 | 95 | 98 | 41 | 97 | 95 | -2
O=C(COC(=O)c1cccc(S(=O)(=O)N2CCc3ccccc32)c1)Nc1ncc(C(F)(F)F)cc1Cl | 1 | 100 | 97 | 103 | 10 | 100 | 97 | 7
O=C(CN1C(=O)c2ccccc2C1=O)N1CCN(c2nnc(-c3ccccc3)c3ccccc23)CC1 | 2 | 94 | 104 | 103 | 29 | 98 | 93 | -14

Rows were taken by chance; overall some 1.7% were active at least once.
